Bioassay records: PubChem BioAssay, National Center for Advancing Translational Sciences (NCATS)
Vif-A3G inh – qHTS for Inhibitors of Vif-A3G Interactions: qHTS | HeLa A3G-eYFP + Vif (tagged APOBEC3G with the HIV-1 protein that degrades it), YFP fluorescence, overnight | Potency, µM (doses to about 46.1 µM), inactives show top-dose activity, negative = active, most hits filed as inhibitors | DNA dC->dU-editing enzyme APOBEC-3G (Homo sapiens), Q9HC16 | AID 602310, 2012 | 0.076% of 410,000 active;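 further: potency means the concentration at half of the fitted maximal effect; on the % scale 0 is the no-effect control and ±100 the full control effect; nearly all actives have a fitted effect of over 60% in size; hits raise eYFP signal because A3G escapes Vif-driven loss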
Target sequence (Q9HC16 whole entry, looked up): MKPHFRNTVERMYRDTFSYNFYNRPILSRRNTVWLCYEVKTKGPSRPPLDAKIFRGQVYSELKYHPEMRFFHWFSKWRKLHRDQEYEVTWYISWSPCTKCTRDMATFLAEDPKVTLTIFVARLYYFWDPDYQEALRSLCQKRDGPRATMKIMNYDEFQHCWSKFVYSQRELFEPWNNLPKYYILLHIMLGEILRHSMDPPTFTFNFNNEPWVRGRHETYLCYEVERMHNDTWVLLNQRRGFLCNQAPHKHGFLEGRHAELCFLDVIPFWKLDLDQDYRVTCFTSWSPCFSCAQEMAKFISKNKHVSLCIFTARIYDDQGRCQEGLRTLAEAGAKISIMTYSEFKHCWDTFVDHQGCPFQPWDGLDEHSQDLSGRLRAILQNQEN
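HeLa cells stably expressing Vif and C-terminally eYFP-tagged A3G, seeded overnight at 37 deg C, then exposed to compound by pintool overnight at 37 deg C. Rise in yellow fluorescence (Ex 488/Em 500-530, Acumen) marks blocked Vif-driven A3G degradation.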
D2 PAM – HTS Assay for Positive Allosteric Modulators of the Human D2 Dopamine Receptor: Primary Screen for Potentiators. potentiation, % at 10 µM. 0.34% of 340,000 active. HEK293 T-REx D2, calcium flux, EC20 dopamine potentiation;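 active means potentiation over 3 SD above the plate norm, cut at about 30% in these data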; further: 0% is about no effect
Target sequence (P14416 whole entry, looked up): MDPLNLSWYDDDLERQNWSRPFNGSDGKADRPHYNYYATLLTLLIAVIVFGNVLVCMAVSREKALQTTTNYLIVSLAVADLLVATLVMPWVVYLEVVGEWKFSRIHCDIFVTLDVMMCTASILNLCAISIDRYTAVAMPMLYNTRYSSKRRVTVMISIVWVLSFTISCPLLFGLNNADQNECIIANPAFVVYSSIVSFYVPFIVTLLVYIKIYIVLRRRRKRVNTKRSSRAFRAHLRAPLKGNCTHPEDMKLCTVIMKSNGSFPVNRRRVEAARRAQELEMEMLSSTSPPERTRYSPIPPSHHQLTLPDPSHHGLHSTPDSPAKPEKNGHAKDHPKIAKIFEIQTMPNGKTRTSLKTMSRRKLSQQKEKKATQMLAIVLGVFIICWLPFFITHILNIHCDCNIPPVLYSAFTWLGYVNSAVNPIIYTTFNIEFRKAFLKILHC
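Cells plated with tetracycline inducer and held overnight at 30 C; calcium dye loaded 30–90 min at room temperature; baseline taken, compound added and read 180 s; EC20 dopamine then added and read 180 s.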
Vif-APOBEC3F blk – qHTS for Inhibitors of Vif-A3F Interactions: qHTS. HeLa A3F-eYFP + Vif (tagged APOBEC3F with the HIV-1 protein that degrades it), YFP fluorescence increase. Potency, µM (top dose mostly 46.1 µM), without a hit: at the top dose activity, negative = active. 0.2% of 390,000 active. AID 602313, 2012; further: potency means the concentration at half of the fitted maximal effect; % of control where 0% means no effect; nearly all actives have a fitted effect of over 65% in size
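HeLa cells stably expressing Vif plus C-terminally eYFP-tagged A3F were seeded, incubated overnight at 37 deg C, dosed with compound, incubated overnight again at 37 deg C. Yellow fluorescence (Ex 488/Em 500-530) reported blocked Vif-mediated A3F-eYFP degradation.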
RXFP1 agonist – qHTS Assay for Agonists of the Relaxin Receptor RXFP1 | AID 2676, 2010 | Potency, µM (top dose mostly 57.5 µM), for inactives: at the top dose activation, most hits filed as activators | 0.3% of 370,000 active | HEK293T-RXFP1 cAMP TR-FRET, 30 min; response scale: percent of porcine relaxin response, buffer zero | Relaxin receptor 1 (Homo sapiens), Q9HBX9; further: potency means the concentration at half of the fitted maximal effect; on the % scale 0 is the no-effect control and ±100 the full control effect; nearly all actives have a fitted effect of over 60% in size; many of its hits are not listed in these tables
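HEK293 cells stably expressing RXFP1, treated 30 min at 37C with compounds plus PDE4 inhibitor Ro 20174; cAMP measured by HTRF TR-FRET. Normalized to buffer and 29 nM porcine relaxin; EC50 by Hill fit.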
LDHA inh – qHTS assay for inhibitors of human lactate dehydrogenase; purified LDHA, NADH/diaphorase-resazurin fluorescence; active compounds read low; activity change, % (values are at about 110 or 230 µM); 0.15% of 480,000 active; in the data active means activity change below about -30%; inconclusive means mostly about -25% to -30%;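 further: plate controls were DMSO wells for no effect and wells without enzyme for full effect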
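Human LDH5 at 2 nM final in Tris HCl pH 7.4 with 0.06 mM NADH and 0.2 mM pyruvate, reacted 5 minutes at room temperature. Remaining NADH coupled via diaphorase/resazurin; resorufin fluorescence read at 0 and 20 minutes, normalized to enzyme-free and DMSO wells.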
D1 antagonist – Antagonist of Human D 1 Dopamine Receptor: qHTS. AID 504652, 2011. activity change, negative = inhibition, % at 10 µM. D(1A) dopamine receptor (Homo sapiens), P21728. 3.2% of 360,000 active. HEK293 TREx D1 cells, calcium flux, dopamine EC80; active compounds read low; in the data active means activity change below about -30%; further: on the % scale 0 is the no-effect control and ±100 the full control effect
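Compound effects on dopamine-evoked calcium signalling were measured in tetracycline-induced HEK293 Trex D1 cells. Dopamine at EC80 followed a 180 s compound pre-read, and fluorescence was tracked kinetically for 180 s more.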
Glioma ERSR ind – qHTS for Inducers of the Endoplasmic Reticulum Stress Response (ERSR) in Human Glioma: qHTS | U87-MG GRP78 promoter luciferase reporter, 16 h | 0.02% of 420,000 active | Potency, µM, inactives show at the highest dose activation, actives largely listed as activators | AID 602332, 2012; further: potency means the concentration at half of the fitted maximal effect; series mostly up to about 76 µM; % of control where 0% means no effect; nearly all actives have a fitted effect of over 35% in size
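Stably transfected U87-MG glioma cells carrying a GRP78-based luciferase sensor; 16 h compound incubation. Luminescence end-point read 10 min after Bright-Glo addition at room temperature.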
D1 PAM – Potentiators of Human D1 Dopamine Receptor: qHTS. D(1A) dopamine receptor (Homo sapiens), P21728. HEK293 TREx D1 cells, calcium flux, dopamine EC20 potentiation. potentiation, % at 10 µM. 0.036% of 360,000 active; in the data active means potentiation above about 30%; further: 0% is about no effect
D1 ag – Allosteric Agonists of the Human D1 Dopamine Receptor: qHTS | D(1A) dopamine receptor (Homo sapiens), P21728 | HEK293 T-REx D1 cells, calcium flux, agonist mode | activation, % at 2 µM | 1% of 360,000 active; in the data active means activation above about 30%; further: 0% is about no effect
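Agonism was scored from calcium flux recorded over 180 s (1 read/s) after pintool compound addition, following a 10-cycle baseline. Cells were inducible force-coupled HEK293 TREx D1, plated overnight at 30 C and loaded with no-wash calcium dye.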
The depositor's hits bear a star; ? = inconclusive; . = not tested or not shown. Unless noted, the call rests on the fitted dose curve; in most records, active means well fitted curve in the direction sought with a large enough effect; inconclusive means small, poorly fitted or top-dose-only effect, or another doubt; inactive means no such curve, though single readings can be large; an effect the other way counts as inactive or inconclusive.

mol,Vif-A3G inh,D2 PAM,Vif-APOBEC3F blk,RXFP1 agonist,LDHA inh,D1 antagonist,Glioma ERSR ind,D1 PAM,D1 ag
CCOC(=O)/C(C#N)=C/c1ccc(N2CCN(C)CC2)cc1,1%,-4,20%,-1.6%,-7,-18,5%,-5,8
c1ccc(OCc2nn3c(-c4n[nH]c5c4CCC5)nnc3s2)cc1,-4%,-3,5%,1.5%,-1,6,-1%,-1,2
Cc1c(NC(=O)C(C)OC(=O)/C=C/c2ccc3c(c2)OCO3)c(=O)n(-c2ccccc2)n1C (configuration not stated),0%,4,10%,0.5%,-2,-9,5%,-3,0
O=S(=O)(NCCOc1ccccc1Cl)c1ccc2oc3ccccc3c2c1,4%,.,-3%,.,-4,.,-5%,.,.
CCC1(CC)NC(=O)N(CC(=O)OCC(=O)NC(=O)c2ccc(Cl)cc2)C1=O,1%,-22,2%,-5.2%,0,-10,-1%,6,2
CCN(CC)C(=O)c1cn(CCC#N)nc1-c1ccc2ccccc2c1,2%,12,2%,2.7%,-1,-22,1%,-1,4
Cc1cccc(S(=O)(=O)c2cn(C)c3cc(N4CCC(C)CC4)c(F)cc3c2=O)c1,1%,-14,5%,2.5%,0,20,-1%,3,0
C/C(=N\NC(=O)c1sccc1C)c1cccnc1,2%,7,-13%,1.0%,0,-2,-1%,1,-1
COCCNC(=O)c1cnn2c(C(F)(F)F)cc(-c3ccc(C)cc3)nc12,0%,-1,-6%,-0.9%,-3,-2,0%,1,0
COc1ccc(CC(=O)NCC2CCCN(Cc3cccc(C(F)(F)F)c3)C2)cc1 (configuration not stated),-5%,1,-9%,0.2%,4,0,0%,1,9
O=C(CCN1C(=O)NC2(CCCC2)C1=O)Nc1ccc(Sc2ccc(Br)cc2)cc1,0%,.,-1%,.,0,.,-5%,.,.
O=C(CSC1=Nc2ccccc2C2=NC(CC(=O)NCc3ccco3)C(=O)N12)NCC1CCCO1 (configuration not stated),1%,-3,.,2.1%,1,-2,-5%,-1,5
c1ccc2c(c1)ccc1nnc(SCc3ccc4c(c3)OCO4)n12,2%,0,-10%,-0.7%,-2,-13,1%,-2,0
CCOc1cccc(-c2nn3c(-c4ccccn4)nnc3s2)c1,0%,4,-4%,5.4%,-9,12,4%,-6,1
O=C(O)COc1ccc(/C=C2\SC(=Nc3ccccc3)N(c3ccccc3)C2=O)cc1,-4%,4,1%,-0.4%,0,-26,-2%,-17,0
O=C(Cc1cccs1)NC1(C(=O)NC2CCCC2)CCCCC1,-1%,-3,-8%,0.9%,1,-11,-1%,-2,2
COc1cccc(Cn2ncc3c4sc(Br)cc4n(C)c3c2=O)c1,.,.,.,3.0%,.,-20,.,-4,2
Cc1cccc(NC(=O)CN2CCN(CC(=O)Nc3cccc(C)c3)CC2)c1,-5%,-7,-3%,1.6%,4,-4,-3%,-4,1
Cn1c(=O)oc2cc(S(=O)(=O)N3CCC(C(=O)N4CC=C(c5ccccc5)CC4)CC3)ccc21,0%,22,-10%,3.7%,-15,-4,-2%,.,20
Cc1ccc(C2CC(=O)Nc3cc4c(cc32)OCCO4)cc1 (configuration not stated),2%,-7,6%,-1.3%,-11,2,-2%,2,32*
CCC1(c2ccccc2)NC(=O)N(CC(=O)Nc2ccc(N3CCCC3)cc2C)C1=O (configuration not stated),4%,-1,-2%,0.1%,0,-13,-5%,-4,2
CCOC(=O)N/N=C\c1ccc(OC(=O)c2ccco2)cc1,-1%,-5,-5%,-1.7%,-10,4,5%,-3,5
COc1ccc(NC(=O)CCNS(=O)(=O)c2ccc(C)c(C)c2)cc1OC,2%,-9,2%,4.1%,-6,-5,-5%,-5,-1
O=C(C1CCN(C2CCN(Cc3ccc4c(c3)CCO4)CC2)CC1)N1CCCC1,2%,-4,6%,-0.8%,-10,-17,-8%,0,1
Cc1cccc(C(=O)Nc2ccc(C(=O)N/N=C/c3ccc4c(c3)OCO4)cc2)c1,?,-12,0%,1.5%,-5,-12,-6%,27,1
Cc1nn(-c2ccc(F)cc2)c(Cl)c1/C=C/C(=O)N1CCNC(=O)C1,-2%,-4,-2%,3.3%,-5,1,1%,-9,4
CCOC(=O)C1(NC(=O)CN2C(=O)c3ccccc3C2=O)CCCC1,3%,.,0%,.,0,.,1%,.,.
O=C(CCC(=O)N1CCN(c2cccc(Cl)c2)CC1)c1cccs1,-10%,3,3%,-0.3%,2,-1,2%,-5,5
CC(=O)OCC1(C)CN(c2ccccc2)N(C(=O)c2ccc(F)cc2)C1=O (configuration not stated),4%,-9,-8%,0.9%,0,-4,-1%,-3,4
Cc1cc(NC(=O)CCCC(=O)N(CC(=O)NC2CCCCC2)c2ccccc2)no1,-5%,-3,1%,0.6%,4,1,1%,-1,2

5 entries from above, with values under each structure.
The line under a structure holds: Vif-A3G inh | D2 PAM | Vif-APOBEC3F blk | RXFP1 agonist | LDHA inh | D1 antagonist | Glioma ERSR ind | D1 PAM | D1 ag
CCOc1cccc(-c2nn3c(-c4ccccn4)nnc3s2)c1
 : 0% | 4 | -4% | 5.4% | -9 | 12 | 4% | -6 | 1
O=C(O)COc1ccc(/C=C2\SC(=Nc3ccccc3)N(c3ccccc3)C2=O)cc1
 : -4% | 4 | 1% | -0.4% | 0 | -26 | -2% | -17 | 0
O=C(Cc1cccs1)NC1(C(=O)NC2CCCC2)CCCCC1
 : -1% | -3 | -8% | 0.9% | 1 | -11 | -1% | -2 | 2
COc1cccc(Cn2ncc3c4sc(Br)cc4n(C)c3c2=O)c1
 : . | . | . | 3.0% | . | -20 | . | -4 | 2
Cc1cccc(NC(=O)CN2CCN(CC(=O)Nc3cccc(C)c3)CC2)c1
 : -5% | -7 | -3% | 1.6% | 4 | -4 | -3% | -4 | 1

Continued.
smiles,Vif-A3G inh,D2 PAM,Vif-APOBEC3F blk,RXFP1 agonist,LDHA inh,D1 antagonist,Glioma ERSR ind,D1 PAM,D1 ag
CSc1nc(NC(C)(C)C)nc(Oc2ccc(=O)n(C)n2)n1,3%,8,-3%,0.0%,-6,-34*,-4%,-7,2
O=C(CSc1ccc2nnc(CCNS(=O)(=O)c3ccccc3)n2n1)Nc1nc2ccccc2s1,-5%,-4,-17%,2.2%,-5,-3,-1%,-2,1
Cc1c(Cl)cccc1-c1ccc(C(=O)Nc2ccc(F)cc2)o1,4%,-15,0%,-0.4%,-3,-14,-2%,-3,17
Cc1cc2ccccn2c1C(=O)c1cccc(F)c1,-22%,.,5%,1.7%,3,27,0%,0,4
CCOc1ccc(/C(C)=N/NC(=O)Cn2nc([N+](=O)[O-])cc2C)cc1,0%,6,5%,0.5%,4,9,-1%,1,1
Cc1ccc(CN2CCN(Cc3cccc(C)n3)CC2CCO)cc1 (configuration not stated),-5%,-5,-4%,-1.0%,-3,-12,-4%,-1,0
CC1CN(C(=O)c2cccs2)CC(C)O1 (configuration not stated),0%,-4,6%,1.3%,1,-9,-3%,-3,0
Cc1ccc(C(=O)c2coc3c2C(=O)C(=O)c2ccccc2-3)cc1,-5%,7,-1%,1.8%,41,2,4%,4,2
COc1ccc(C)cc1NC(=O)Nc1cc(C(=O)NCc2ccc(C)cc2)ccc1N1CCCC1,0%,-5,-13%,0.2%,-8,-2,-4%,1,-1
CC(=O)c1cccc(NC(=O)COC(=O)c2cccc(N3C(=O)c4ccccc4C3=O)c2)c1,-7%,-10,-5%,0.0%,-1,0,-1%,1,3
CSc1oc(-c2cccs2)nc1S(=O)(=O)c1ccc(Br)cc1,-1%,0,-4%,-0.9%,-6,1,-2%,0,1
CN(C)c1cc(NC(=O)CNC(C)(C)CC(C)(C)C)c2ccccc2n1,2%,9,6%,2.6%,-14,5,-2%,-3,-3
CCCN(C(=O)Cc1nc(N)n[nH]1)C1(C(=O)Nc2ccccc2C)CCCCC1,0%,1,4%,0.1%,-4,-1,-3%,-1,1

The list is partial; rates above refer to the full screens.
